proKLK7 act: proKLK7 zymogen activators, primary screen, biochemical, fluorescence intensity. Kallikrein-7 (Homo sapiens), P49862. purified proKLK7, EDANS-DABCYL substrate fluorescence; 100% is mature enzyme control, 0% vehicle. activation, % at 7 µM. hit rate 0.9% among 370,000;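 active = activation above the mean of all tested compounds plus 3 SD, computed per campaign excluding outliers beyond control limits, cut at about 13% in these data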
ASAP1 GAP inh: inhibitors of human ASAP1 ArfGAP activity, primary screen, biochemical, fluorescence polarization; Arf-GAP with SH3 domain, ANK repeat and PH domain-containing protein 1 (Homo sapiens), …; ASAP1-stimulated ARF1 GTP hydrolysis, GDP FP detection; inhibition, % at 16.5 µM; hit rate 0.19% among 360,000; in the data active = inhibition above about 25%;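 also: 0% = vehicle with enzyme and substrate and 100% = no enzyme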
Target sequence (Q9ULH1 325-724 limits assumed): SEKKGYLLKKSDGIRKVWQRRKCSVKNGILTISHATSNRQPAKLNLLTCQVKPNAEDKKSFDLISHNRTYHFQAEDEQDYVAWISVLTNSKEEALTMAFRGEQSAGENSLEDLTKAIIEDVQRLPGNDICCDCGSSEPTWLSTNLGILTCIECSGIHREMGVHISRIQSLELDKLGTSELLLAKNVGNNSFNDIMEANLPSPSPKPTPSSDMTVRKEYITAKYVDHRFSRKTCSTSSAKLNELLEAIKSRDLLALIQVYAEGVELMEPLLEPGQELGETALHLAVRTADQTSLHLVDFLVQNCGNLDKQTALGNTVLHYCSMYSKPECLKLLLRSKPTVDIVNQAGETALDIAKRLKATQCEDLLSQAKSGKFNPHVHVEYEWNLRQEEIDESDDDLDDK
PLCg1 inh: PLC-gamma1 enzyme inhibitors, primary screen, biochemical, fluorescence, purified enzyme. inhibition, % at 12.2 µM. 1-phosphatidylinositol 4,5-bisphosphate phosphodiesterase gamma-1 (Homo sapiens), P19174. hit rate 0.84% among 370,000. fluorogenic substrate; in the data active = inhibition above about 9.5%
ADAM17 inh: ADAM17 inhibitors, primary screen, biochemical, QFRET | inhibition, % at 6.95 µM | recombinant ADAM17, EDANS/DABCYL FRET peptide cleavage | hit rate 0.83% among 370,000 | Disintegrin and metalloproteinase domain-containing protein 17 (Homo sapiens), P78536;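 active = inhibition above the mean of compounds lying between control limits plus 3 SD, set per campaign, cut at about 8.5% in these data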;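 also: 0% = DMSO-only wells as the low control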
ADAM10 inh: human ADAM10 inhibitors, primary screen, biochemical, QFRET, HTS | Disintegrin and metalloproteinase domain-containing protein 10 (Homo sapiens), O14672 | recombinant ADAM10, EDANS/DABCYL FRET peptide cleavage, 3 h | inhibition, % at 7 µM | hit rate 0.62% among 370,000;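 active = inhibition above a per-campaign cutoff equal to the mean of compounds falling between control-based bounds plus 3 SD, cut at about 20% in these data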;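 also: 0% = DMSO wells while the 100% control is not disclosed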
Tn6 DDE FP: inhibitors of Tn6 peptide binding to fibrin DD(E), primary screen, biochemical, fluorescence polarization, human fibrin, Tn6 probe | hit rate 0.21% among 370,000 | inhibition, % at 8.3 µM | Fibrinogen beta chain (Homo sapiens), P02675 | Fibrin DD(E) TRITC-Tn6 fluorescence polarization displacement;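 active = inhibition above a per-campaign cutoff: mean of compounds within control limits plus 3 SD, cut at about 15% in these data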;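 also: 0% = median of all compound wells on the plate and 100% = blocking peptide control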
TDP2 absorb: human TDP2 enzyme inhibitors, primary screen, biochemical, epi absorbance, recombinant enzyme; Tyrosyl-DNA phosphodiesterase 2 (Homo sapiens), O95551; T5PNP hydrolysis, p-nitrophenol absorbance 415 nm; inhibition, % at 12.8 µM; hit rate 0.34% among 370,000;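 active = inhibition above the mean of all tested compounds plus 3 SD, set per campaign, cut at about 25% in these data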;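 also: 0% = DMSO with enzyme and 100% = buffer with substrate but no TDP2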
Target sequence (O95551 whole entry, looked up): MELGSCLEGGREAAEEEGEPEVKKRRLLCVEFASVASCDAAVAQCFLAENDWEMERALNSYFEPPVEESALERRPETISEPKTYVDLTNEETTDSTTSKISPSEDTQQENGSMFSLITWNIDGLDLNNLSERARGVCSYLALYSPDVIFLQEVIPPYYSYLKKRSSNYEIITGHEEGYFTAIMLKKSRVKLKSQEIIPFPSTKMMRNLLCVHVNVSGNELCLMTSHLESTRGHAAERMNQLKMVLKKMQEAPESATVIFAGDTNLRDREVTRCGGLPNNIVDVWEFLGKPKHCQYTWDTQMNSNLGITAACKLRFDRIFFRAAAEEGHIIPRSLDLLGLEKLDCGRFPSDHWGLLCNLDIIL
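Test system: Human TDP2 enzyme | Reagent: 5 mM T5PNP | Compound dosing: 12.8 µM single point, 1% DMSO | Incubation: Enzyme reaction with compound for 2 h at 37 °C | Technique: p-Nitrophenol epi absorbance | Read-out: % inhibition relative to enzyme-containing and enzyme-free wells | Benchmarks: High control without enzyme, low control DMSO plus TDP2 | Replicates: Singlicate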
Tn7 DDE FP: inhibitors of Tn7 peptide binding to fibrin DD(E), primary screen, biochemical, fluorescence polarization, human fibrin, Tn7 probe. Fibrinogen beta chain (Homo sapiens), P02675. inhibition, % at 8.3 µM. FP displacement of FITC-Tn7 peptide from fibrin DD(E); 0% = median of compound wells per plate. hit rate 0.13% among 370,000. AID 720508, 2013;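 active = inhibition above the mean of compounds falling within the control limits plus 3 SD of them, cut at about 14% in these data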;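 also: 0% = plate median of compound wells and 100% = 10 µM Aha-Tn7 peptide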
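Assay system: human fibrin DD(E). Input: DD(E) 2 µM final. Medium: Tris buffer with calcium and detergent, pH 7.8. Compound dosing: single point at 8.3 µM. Timing: 10 min plus 3 h, room temperature. Technique: fluorescence polarization of the labelled Tn7 tracer. Read-out: percent inhibition. Replicates: singlicate testing.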
ARFGAP1 inhibitor: inhibitors of rat ARFGAP1 GAP activity, primary screen, biochemical, fluorescence polarization, GDP tracer; Arfgap1-stimulated ARF1 GTP hydrolysis, GDP FP detection; inhibition, % at 16.5 µM; hit rate 0.26% among 360,000;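 active = inhibition above a per-plate limit, mean inhibition of low control wells plus 3 SD, cut at about 25% in these data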;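 also: 0% = DMSO wells with enzyme and 100% = wells lacking Arfgap1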
Target sequence (Q62848 1-136 limits assumed): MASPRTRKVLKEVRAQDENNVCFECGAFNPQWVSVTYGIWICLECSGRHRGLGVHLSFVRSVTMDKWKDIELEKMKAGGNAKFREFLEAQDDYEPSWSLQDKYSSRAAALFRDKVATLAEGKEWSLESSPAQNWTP
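Material – truncated rat Arfgap1 GAP domain · Buffer or medium – HEPES-based buffer, pH 7.5 · Reagent – human ARF1(Δ1-17)-GTP substrate · Dosing – 16.5 µM single point, 1.26% DMSO · Schedule – GTP hydrolysis reaction 2 h at 25 °C · Technique – GDP detection by fluorescence polarization · Benchmarks – No-Arfgap1 wells (100%) versus DMSO full-reaction wells (0%) · Repeats – single replicate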
LEDGF integ inh: blockers of LEDGF/p75-dependent integrase strand transfer – biochemical, TR-FRET, high throughput, primary screen. HIV-1 integrase (with human LEDGF/p75). TR-FRET IN-LEDGF/p75 DNA integration, Eu/Cy5. inhibition, % at 3.7 µM. hit rate 0.64% among 370,000. AID 743269, 2014;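 active = inhibition above the screen-wide mean plus 3 SD, cut at about 13% in these data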;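 also: signal is the Cy5 over europium emission ratio at 671 and 618 nm; 0% = plate median of compound wells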
Active calls of the source: *; · = no result given. This is a random part of the collection. About 4.2% of those tested had a hit in this group.

SMILES	proKLK7 act	ASAP1 GAP inh	PLCg1 inh	ADAM17 inh	ADAM10 inh	Tn6 DDE FP	TDP2 absorb	Tn7 DDE FP	ARFGAP1 inhibitor	LEDGF integ inh
O=C(CN1CCN(C(=O)c2c(F)cccc2F)CC1)Nc1ccccc1F	0.6	-0.3	-1.7	-3.6	0.6	-7.3	6.5	-6.5	11.7	-3.0
Cc1ccc(COC[C@H](CC(C)C)N2CCN(C(=O)c3cccc(C(F)(F)F)c3)CCC2=O)cc1	0.3	4.5	7.9	3.3	-1.8	1.5	-4.6	5.7	5.3	1.1
Cc1cc(-c2ccccc2)n(-c2cc(N/N=C/c3ccccc3O)ncn2)n1	-2.2	5.7	-22.6	8.7*	2.8	4.7	-4.8	-2.4	17.7	-2.4
CC1(C(=O)NS(=O)(=O)c2ccccc2Cl)CCN1C(=O)C1(c2ccccc2)CC1 (configuration not stated)	-0.5	-2.4	0.8	-1.8	-2.6	5.2	6.0	-0.8	-5.5	-1.5
COc1ccc(N2CCN(C(=O)c3cccnc3SCc3cccc(Br)c3)CC2)cc1	0.3	9.0	0.6	5.8	11.2	-5.0	8.2	-5.1	14.3	-2.3
CCNc1nc(Oc2ccc(C(=O)OC)cc2)nc(N(C)C)n1	-0.2	5.3	-0.3	-5.8	-4.8	2.0	-0.9	-2.0	-1.1	0.0
CCSc1nnc(NC(=O)CSc2nnc(CNC(=O)c3ccc(OC)cc3)o2)s1	0.4	-6.2	-1.9	-3.7	-4.9	-10.2	-1.8	0.6	9.0	-1.0
CCCCN(C)C(=O)c1ccc(Nc2nc(C(N)CCc3ccccc3)cs2)nc1 (configuration not stated)	-0.6	-0.8	-11.0	-5.4	-14.6	5.7	-1.4	-0.4	-6.1	1.7
CCN1CCN(C(=S)NC(=O)/C=C/c2cccs2)CC1	-0.7	-9.3	0.0	-1.9	-2.1	7.0	-1.4	-0.2	9.3	-2.1
COc1nnc(-c2ccc(C)c(S(=O)(=O)NCCO)c2)c2ccccc12	0.3	1.0	1.0	3.8	6.4	-1.0	2.5	2.4	-3.8	-2.3
CCCCOC(=O)c1ccc(NC(=O)COC(=O)C2CC2C)cc1 (configuration not stated)	0.3	6.2	-3.0	1.4	6.0	2.0	-11.8	-8.4	6.1	2.8
Cc1cc(C)cc(C(=O)NCC(=O)OCC(=O)N2CCN(S(=O)(=O)c3ccc4ccccc4c3)CC2)c1	0.1	9.7	0.0	10.1*	14.5	-4.6	-19.0	-1.6	-6.0	-1.4
COC(=O)C1=C(C)N(C(C)C)C(=O)C1(NC(=O)C1CCCCC1)C(F)(F)F (configuration not stated)	-0.4	-7.3	1.7	-0.1	-0.2	0.2	-12.2	-7.5	2.5	2.0
COc1ccc(/C=C/C(=O)CCC(=O)O)cc1	-0.8	-8.8	1.0	-4.3	-19.7	-4.8	1.2	7.4	-4.9	1.2
CC(=O)c1ccc(NC(=O)CN2CCN(S(=O)(=O)c3ccc4c(c3)OCCO4)CC2)cc1	0.5	-3.4	-3.9	0.7	-2.7	1.7	10.0	1.8	1.4	3.6
O=C(O)[C@H](Cc1ccccc1)NC(=O)N1CCCCCC1	-1.0	-13.3	3.9	-5.3	5.4	-2.6	-9.7	9.1	-0.9	-2.2
O=C(NCC1(O)CCCCC1)C1CCC(=O)N(CCc2ccccc2)C1 (configuration not stated)	-0.2	0.2	3.4	-1.5	10.7	6.8	-3.4	3.1	-7.2	0.9
C/C(=N\NC(=O)C1(C)CC1(Br)Br)c1ccc([N+](=O)[O-])cc1 (configuration not stated)	-0.3	20.6	0.9	1.9	-3.5	-3.8	-1.3	-7.5	6.4	-6.1
COc1cc(CNc2ncnc3c2ncn3[C@H]2CN(Cc3cccc4ccccc34)C[C@@H](CO)O2)cc(OC)c1OC	0.6	6.7	1.6	6.1	12.5	6.2	5.1	4.9	-7.3	1.7
Cc1ccccc1OCC(=O)OCC(=O)NCc1ccco1	-0.1	-3.9	0.4	-1.7	0.5	-8.8	4.2	-5.1	4.8	1.5
COc1ccc(Cl)cc1N/C(N)=N/c1nc(C)cc(C)n1	0.2	7.3	6.3	-3.7	0.0	-4.8	-8.5	3.0	3.6	-11.8
Cc1ccc(C2=NN(C(=S)Nc3ccccc3)C(c3ccco3)C2)cc1 (configuration not stated)	0.5	9.2	3.9	-3.7	-5.6	3.4	-0.1	3.7	-7.0	0.2
COC(=O)c1sccc1NC(=O)Nc1cccc(OC)c1	0.1	1.6	-6.8	-4.8	-3.3	-2.3	4.4	10.4	-3.8	-2.7
COCCCNC(=S)NNC(=O)c1ccccn1	-0.4	4.0	0.0	-3.6	2.2	3.2	-3.7	15.9*	-5.4	-6.0
CCC(c1nnnn1C1CCCCC1)N1CCN(C(=O)c2ccco2)CC1 (configuration not stated)	-0.4	6.0	-0.1	-8.2	-3.5	-7.3	-2.4	4.4	-10.0	4.0

3 entries out of the list, sorted by heavy-atom count, smallest number first.
SMILES	proKLK7 act	ASAP1 GAP inh	PLCg1 inh	ADAM17 inh	ADAM10 inh	Tn6 DDE FP	TDP2 absorb	Tn7 DDE FP	ARFGAP1 inhibitor	LEDGF integ inh
O=C(NCC1(O)CCCCC1)C1CCC(=O)N(CCc2ccccc2)C1 (configuration not stated)	-0.2	0.2	3.4	-1.5	10.7	6.8	-3.4	3.1	-7.2	0.9
Cc1cc(-c2ccccc2)n(-c2cc(N/N=C/c3ccccc3O)ncn2)n1	-2.2	5.7	-22.6	8.7*	2.8	4.7	-4.8	-2.4	17.7	-2.4
Cc1cc(C)cc(C(=O)NCC(=O)OCC(=O)N2CCN(S(=O)(=O)c3ccc4ccccc4c3)CC2)c1	0.1	9.7	0.0	10.1*	14.5	-4.6	-19.0	-1.6	-6.0	-1.4

The results go on.
SMILES	proKLK7 act	ASAP1 GAP inh	PLCg1 inh	ADAM17 inh	ADAM10 inh	Tn6 DDE FP	TDP2 absorb	Tn7 DDE FP	ARFGAP1 inhibitor	LEDGF integ inh
COCCc1nc2ccc(C(=O)NCc3cccc(-n4cccn4)c3)cc2o1	-0.4	5.1	1.4	3.5	1.9	-1.1	14.1	-2.6	1.7	-1.4
COc1ccc(S(=O)(=O)NC(=O)C2(C)CCN2C(=O)Cc2cccc3ccccc23)cc1 (configuration not stated)	0.0	-2.7	0.0	-2.3	-15.1	0.4	-2.0	-4.6	0.1	1.0
COc1ccc(OC)c(-c2nnc(SCC(=O)N3CCOCC3)o2)c1	-0.4	-16.5	0.3	-2.6	-16.0	18.8*	-2.9	1.6	4.8	-3.4
CNC(=O)CCN(Cc1ccco1)S(=O)(=O)c1ccc(OC)c(OC)c1	0.4	14.6	4.8	-8.2	-4.8	-7.1	-15.9	2.3	-1.0	3.6
NC(=O)c1c(C(F)(F)F)cc(-c2ccccc2)nc1NCCO	7.0	-6.6	-225.2	-136.5	-437.6	3.9	-3.2	6.3	-5.5	1.4
Cc1ccc(S(=O)(=O)n2ccc(=O)[nH]2)cc1	-0.3	-3.0	-1.9	-5.9	-10.7	-1.1	6.7	3.0	-14.2	-0.2
Cc1ccc([N+](=O)[O-])cc1NC(=O)C(Sc1ccccc1)c1ccccc1 (configuration not stated)	0.4	10.9	-0.7	2.2	8.0	1.8	2.8	3.8	-2.4	-2.5
CCC1CCCCN1CCCNC(=O)Cn1nc(-c2ccccc2)ccc1=O (configuration not stated)	-0.4	-18.1	1.4	-3.5	-9.1	2.7	5.9	0.7	7.0	-3.3
CCCNC(=O)CSc1nc2ccc(OCC)cc2s1	0.2	7.2	0.5	-2.5	-7.0	-1.1	-5.3	0.6	-10.2	-9.2
CCN1C[C@@H]2[C@@H]3C(=O)N(C)C(=O)[C@@H]3[C@](CC)(C1=O)N2C(=O)c1ccc(Cl)cc1	-0.6	1.6	-2.4	-1.8	-1.4	-3.0	2.6	1.4	-0.5	0.1
CN(C)c1cccc(CNC(=O)c2csc([C@@H]3O[C@H](CO)[C@H](O)[C@H](O)[C@H]3O)n2)c1	-0.7	10.5	-0.6	0.4	-11.6	3.4	4.4	-7.2	-7.1	-0.7
CC(C)c1nnc(NC(=O)CCC(=O)N2CCN(Cc3ccccc3)CC2)s1	0.1	-8.4	5.7	-4.6	3.3	-2.5	-8.8	1.5	4.7	-3.2
COc1cc(C(F)(F)F)c(C(=O)N(C)Cc2cc(Cl)cc(Cl)c2)cn1	0.1	-6.3	4.2	3.1	12.1	-0.6	-10.6	-9.2	7.7	0.5
COc1ccc(S(=O)(=O)N2CCOCC2)cc1NC(=O)CC(C)c1ccccc1 (configuration not stated)	0.1	-2.8	-2.8	-3.0	1.6	-0.3	6.9	-1.2	-1.2	2.3
Cc1nn(C)c(C(=O)N/N=C/c2ccc(Br)cc2)c1Cl	0.1	-2.2	-5.5	-2.8	-6.5	3.5	-2.1	11.4	2.0	-4.4
COCCn1c(=NC(=O)CN2C(=O)CCC2=O)sc2cc(S(N)(=O)=O)ccc21	-0.4	0.1	-2.9	-1.7	-0.9	-11.3	7.3	-6.2	12.6	1.1
COCc1cn(-c2ccc3c(c2)[C@]2(CC(=O)N(C)C2c2ccccc2)C(=O)N3CC(C)C)nn1 (some centres not stated)	-0.3	·	1.7	0.3	2.1	0.2	0.6	-2.9	·	3.1
COc1ccc([C@H]2CC(=O)C=C(c3ccc(C)cc3)C2)cc1	-0.5	11.6	-3.5	-2.4	6.1	13.2	-1.4	6.6	2.2	0.2
Cc1c(Cl)cccc1-n1c(SCC(=O)NCc2cccs2)nnc1-c1ccncc1	-0.1	-12.2	1.0	-0.9	-0.1	-5.7	-0.4	-6.7	4.2	-2.6
CCCN1C(=O)S/C(=C\c2ccc(N3CCOCC3)o2)C1=O	-0.4	3.2	-20.4	0.3	0.6	0.3	-10.1	-3.2	-9.3	0.1
Cc1ccc(/C=N/n2nnnc2N)cc1	-0.2	15.5	4.8	-0.5	4.9	4.2	-2.8	-4.6	-11.0	4.1
